Screening results from PubChem BioAssay.
S-ASM inh – blocks human secretory acid sphingomyelinase; 0.006% of 340,000 active; Potency, µM (series often up to 57.5 µM), for the others: at the top dose activity change, negative = inhibition, hits mostly inhibitors; P17405; AID 504937; placental ASM, HMU-PC fluorogenic substrate, 60 min; also: potency is read from the fitted curve at half-maximal effect
Target sequence (P17405 47-631 limits assumed): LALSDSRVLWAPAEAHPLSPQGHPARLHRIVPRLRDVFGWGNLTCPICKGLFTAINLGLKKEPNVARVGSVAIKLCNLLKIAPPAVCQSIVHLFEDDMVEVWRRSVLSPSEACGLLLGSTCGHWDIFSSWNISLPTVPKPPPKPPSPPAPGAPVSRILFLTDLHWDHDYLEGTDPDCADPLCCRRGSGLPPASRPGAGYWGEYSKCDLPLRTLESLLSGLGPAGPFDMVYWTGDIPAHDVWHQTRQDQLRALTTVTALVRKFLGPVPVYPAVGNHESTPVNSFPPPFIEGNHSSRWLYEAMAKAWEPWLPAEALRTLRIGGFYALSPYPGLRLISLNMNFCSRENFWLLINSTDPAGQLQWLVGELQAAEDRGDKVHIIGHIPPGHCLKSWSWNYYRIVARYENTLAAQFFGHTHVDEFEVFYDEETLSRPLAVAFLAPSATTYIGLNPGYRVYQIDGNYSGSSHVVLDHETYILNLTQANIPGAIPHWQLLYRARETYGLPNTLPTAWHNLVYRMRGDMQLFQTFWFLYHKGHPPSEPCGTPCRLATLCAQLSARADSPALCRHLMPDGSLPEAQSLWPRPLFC
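Human placenta-derived ASM preincubated with compound 10 min at room temperature, then reacted with 9 uM (final) fluorogenic HMU-PC substrate for 60 min at 37 C. Stop solution raises pH to 10; fluorescence read at Ex 386/Em 447 nm.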
Tb PFK inh – T. brucei PFK enzyme inhibition; O15648; T. brucei PFK, ADP-Glo luminescence; Potency, µM (doses to about 57.5 µM), for inactives: at the highest dose activity, negative = inhibition, hits mostly inhibitors; 0.17% of 330,000 active; AID 485367;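 also: potency is read from the fitted curve at half-maximal effect; 0% = uninhibited 1x PFK enzyme wells and -100% = no-enzyme wells; nearly all actives have a fitted effect of over 60% in size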
Target sequence (O15648 whole entry, looked up): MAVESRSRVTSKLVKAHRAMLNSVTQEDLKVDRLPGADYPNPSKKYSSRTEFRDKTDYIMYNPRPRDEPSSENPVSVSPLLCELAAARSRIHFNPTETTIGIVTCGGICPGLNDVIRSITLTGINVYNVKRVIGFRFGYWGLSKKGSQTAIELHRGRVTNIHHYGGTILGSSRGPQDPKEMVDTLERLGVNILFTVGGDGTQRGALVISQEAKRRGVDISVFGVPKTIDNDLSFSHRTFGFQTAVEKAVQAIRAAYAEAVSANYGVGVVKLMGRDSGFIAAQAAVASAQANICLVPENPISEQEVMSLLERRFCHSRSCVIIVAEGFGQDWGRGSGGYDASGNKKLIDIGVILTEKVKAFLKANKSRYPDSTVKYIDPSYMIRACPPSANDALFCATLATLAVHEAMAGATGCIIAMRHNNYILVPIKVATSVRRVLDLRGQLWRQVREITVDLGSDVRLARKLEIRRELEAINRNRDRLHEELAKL
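1.25 nM PFK with 0.5 mM F6P and 0.1 mM ATP in 0.1 M TEA pH 8.0, 5 mM MgCl2, incubated 45 min at room temperature; ADP measured by ADP-Glo luminescence; compounds titrated up to 57 uM.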
a7 integrin act – activates integrin-mediated alleviation for muscular dystrophy | alpha7betagal myoblasts, beta-gal FDG fluorescence, 48 h | Potency, µM (doses to about 38.3 µM), for the others: at the top dose activation, usual class: activators | 0.064% of 350,000 active;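 also: potency is read from the fitted curve at half-maximal effect; 100% = response of the positive control SU9516; nearly all actives have a fitted effect of over 60% in size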
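alpha7betagal+/- myoblasts (passage 13, 250/well) treated 48 h at 37C with compounds at 1:260 dilution of DMSO stock. Lysed, then beta-galactosidase activity read as FDG fluorescence (ex 480/em 540) after 30 min, with pre-read for autofluorescence.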
Giardia killer – kills Giardia lamblia. Giardia lamblia trophozoite viability. activity change, % at 7.66 µM, hits read low. 0.15% of 340,000 active; in the data active = activity change below about -80%; inconclusive = between about -30% and that limit;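 also: parasites exposed to compound for two days anaerobically before the ATP read; % is scaled to controls: 0 for no effect and ±100 for the full control effect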
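Giardia lamblia trophozoites (100 cells/well) were incubated with compounds for 48 h at 37 deg C under anaerobic conditions. Viability was read as ATP content by one-step luminescence after 15-30 min at room temperature.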
Menin MLL FP TR – menin-MLL binding inhibition, Texas Red mutant peptide. 0.23% of 270,000 active. Menin + Texas Red MLL mutant peptide, fluorescence polarization. Potency, µM (highest dose often 61.6 µM), without a hit: top-dose FP activity change, negative = inhibition, hits mostly inhibitors. O00255; active = well fitted inhibition curve with a large enough effect in the polarisation, with a control signal flat, not every such curve was filed as active; inconclusive = small, poorly fitted or top-dose-only effect, or effect the other way, or a change in a side signal; inactive = no such curve, though single readings can be large or run the other way; the % refers to the polarisation; also: potency is read from the fitted curve at half-maximal effect; % of control where 0% means no effect; many of its hits are not listed in these tables
GALK inh – blocks human galactokinase activity. Potency, µM (series often up to 57.5 µM), for inactives: at the highest dose activity change, negative = inhibition, hits mostly inhibitors. 0.007% of 270,000 active. AID 1868. P51570. Purified GALK, Kinase-Glo residual ATP luminescence; also: potency is read from the fitted curve at half-maximal effect; % is scaled to controls: 0 for no effect and ±100 for the full control effect
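Quantitative HTS: GALK 5 nM, ATP 35 uM, galactose 100 uM, 1 h room temperature, then luciferase-based ATP detection.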
PTAP TSG101 blk – blocks PTAP/TSG101 interaction to inhibit HIV-1 budding. Q99816. Fluorescence polarization, FITC-PTAP peptide / Tsg101 binding. Potency, µM (titrated, usually from 115 µM), inactives show top-dose activity change, negative = inhibition, hits mostly inhibitors. 340,000 tested, under 10 active; active = well fitted inhibition curve with a large enough effect in the main read-out, with a control signal flat, not every such curve was filed as active; inconclusive = small, poorly fitted or top-dose-only effect, or effect the other way, or a change in a side signal; inactive = no such curve, though single readings can be large or run the other way; also: potency is read from the fitted curve at half-maximal effect; % of control where 0% means no effect
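Steps: Tsg101 binding domain dispensed (10 uM final), compounds pinned in DMSO, FITC-labeled PTAP-motif peptide added (50 nM final); after 20 min binding at room temperature, polarization measured.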
PKM2 act – activators of human pyruvate kinase M2; P14618; purified PKM2, Kinase-Glo ATP luminescence, activation; response scale: 0% is enzyme alone, no compound; Potency, µM (doses to about 57.5 µM), inactives show at the highest dose activation, actives largely listed as activators; 0.34% of 260,000 active; AID 1631; also: potency is read from the fitted curve at half-maximal effect; % is scaled to controls: 0 for no effect and ±100 for the full control effect; nearly all actives have a fitted effect of over 55% in size
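Purified hPK-M2 (>95% pure) converted ADP (0.1 mM final) to ATP with 0.5 mM PEP in 50 mM imidazole pH7.2, KCl, MgCl2, Tween 20, BSA; 1 h at room temperature. ATP detected by Kinase-Glo luminescence.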
Coupling enz – counter-screen for Giardia aldolase inhibitors: coupling enzyme system | coupling enzyme system counterscreen, AmpLite Red fluorescence | AID 2472 | 0.67% of 290,000 active | activity change, negative = inhibition, % at 58.2 µM, hits read low; in the data active = activity change below about -30%; also: % is scaled to controls: 0 for no effect and ±100 for the full control effect
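First, compound is pin-transferred into glyceraldehyde-3-phosphate coupling-enzyme reagent at 57.5 uM final and held 10 min at RT. Next, substrate, coupling system and AmpLite Red are added. After 20 min RT, fluorescence (525/598 nm) is read.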
BCR signal inh – blocks chronic active B-cell receptor signaling | ABC-DLBCL IkBa-CBG/CBR reporter, luminescence ratio, 4 h | Potency, µM (top dose mostly 46.1 µM), for inactives: at the top dose ratio change, negative = lower green/red ratio, usual class: inhibitors | 0.05% of 340,000 active | AID 493014; active = well fitted inhibition curve with a large enough effect in the signal ratio, with a control signal flat, not every such curve was filed as active; inconclusive = small, poorly fitted or top-dose-only effect, or effect the other way, or a change in a side signal; the % refers to the signal ratio;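 also: potency is read from the fitted curve at half-maximal effect; plate controls were basal doxycycline-induced cells for no effect and cells given 10 µM MG132 for full effect; MG132 reads +100%, hits lower the ratio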
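Cell line TMD8 (human ABC DLBCL), stably expressing tet-inducible CBG68-IkBa fusion and CBR; IMDM/0.5% FBS; cpd up to 46 uM; dox induction, 4 h, 37C/5% CO2; dual luminescence; green/red ratio; MG132 control.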
B2AR arrestin – recruits beta-arrestin to the human beta2-adrenergic receptor. Potency, µM (doses to about 46.1 µM), for inactives: at the top dose activation, actives largely listed as activators. 0.02% of 330,000 active. P07550. beta-arrestin recruitment to beta2AR, cell-based reporter;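 also: potency is read from the fitted curve at half-maximal effect; 0% = DMSO controls and full agonism = EC100 isoproterenol or metaproterenol; nearly all actives have a fitted effect of over 65% in size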
The depositor's hits bear a star; u = inconclusive; x = not tested or not shown; [ ] = remark or other dose. Unless noted, calls follow the shape of the dose curve; as a rule, active = well fitted curve in the direction sought with a large enough effect; inconclusive = small, poorly fitted or top-dose-only effect, or another doubt; inactive = no such curve, though single readings can be large; an effect the other way counts as inactive or inconclusive. Not all compounds are listed. The share of hits here may be higher or lower than overall.

structure	S-ASM inh	Tb PFK inh	a7 integrin act	Giardia killer	Menin MLL FP TR	GALK inh	PTAP TSG101 blk	PKM2 act	Coupling enz	BCR signal inh	B2AR arrestin
CCOCCCNC(=O)C1(O)c2ccccc2NC(=O)N1c1ccc(Cl)c(Cl)c1 (stereo not drawn)	0%	-2%	35%	1	6%	3%	-8%	x	0	-2%	1.1%
O=C(c1ccc2oc(CCc3ccccc3)nc2c1)N1CCC(O)CC1	-1%	0%	9%	-16	9%	-1%	-2%	x	0	5%	-0.1%
CCN1CCN(Cc2ccc(NC(=O)c3ccc(C)c(NC(=O)c4cccc(-c5cn[nH]c(=O)c5)c4)c3)cc2C(F)(F)F)CC1	-3%	-6%	0%	-9	-5%	x	-1%	0%	1	u	-1.1%
Nc1c(C(=O)N/N=C/c2ccccc2Cl)oc2nc(-c3ccccc3)cc(-c3ccco3)c12	106%[activator]	0%	-1%	-16	x	0%	u	-3%	1	3%	-0.2%
COc1cc(CN2CCCCCC2)cc(OC)c1	0%	0%	2%	-23	-8%	-1%	-2%	-3%[11.5 µM]	0	2%	-0.4%
Cc1cccc(Oc2ccc(C(=O)NC3CCSC3=O)cn2)c1C (stereo not drawn)	0%	2%	19%	-20	-12%	-4%	-3%	2%	-1	0%	0.1%
COc1cc2c(cc1NC(=O)CSc1nc3cc(Cl)ccc3s1)oc1ccccc12	x	2%	-27%	-8	u	4%	0%	-6%	1	-1%	-1.2%
CC(=O)N1CCc2cc(S(=O)(=O)N3c4ccccc4CC3C)ccc21 (stereo not drawn)	-2%	1%	-28%	37[activator]	x	-2%	-5%	1%	1	9%	0.1%
COc1ccc(CCNC(=O)C2CCN(c3nn4c(=O)cc(C)nc4s3)CC2)cc1OC	0%	-4%	-6%	-11	-24%	2%	2%	-7%	-2	0%	0.0%
CN(C)CCCn1c(SCC(=O)N2CC(=O)Nc3ccccc32)nc2ccccc2c1=O	2%	-4%	-9%	16	-4%	4%	1%	-3%	5	-10%	-0.4%

Record cards (already shown). Order of screens: S-ASM inh, Tb PFK inh, a7 integrin act, Giardia killer, Menin MLL FP TR, GALK inh, PTAP TSG101 blk, PKM2 act, Coupling enz, BCR signal inh, B2AR arrestin
CCN1CCN(Cc2ccc(NC(=O)c3ccc(C)c(NC(=O)c4cccc(-c5cn[nH]c(=O)c5)c4)c3)cc2C(F)(F)F)CC1 in the list: -3%, -6%, 0%, -9, -5%, x, -1%, 0%, 1, u, -1.1%
Cc1cccc(Oc2ccc(C(=O)NC3CCSC3=O)cn2)c1C (stereo not drawn) in the list: 0%, 2%, 19%, -20, -12%, -4%, -3%, 2%, -1, 0%, 0.1%
CC(=O)N1CCc2cc(S(=O)(=O)N3c4ccccc4CC3C)ccc21 (stereo not drawn) in the list: -2%, 1%, -28%, 37[activator], x, -2%, -5%, 1%, 1, 9%, 0.1%

The list continues:
structure	S-ASM inh	Tb PFK inh	a7 integrin act	Giardia killer	Menin MLL FP TR	GALK inh	PTAP TSG101 blk	PKM2 act	Coupling enz	BCR signal inh	B2AR arrestin
CS(=O)(=O)c1cccc(C(=O)Nc2ccc3c(c2)OCCCO3)c1	-2%	-1%	7%	-5	-5%	-5%	-1%	-7%	-2	u	0.1%
CCOC(=O)c1c(O)c(O)c(C(=O)OCC)n1-c1ccccc1	3%	5%	-11%	15	x	x	1%	-1%	-13	u	0.2%
O=C(COC(=O)C1CCN(S(=O)(=O)c2cccs2)CC1)c1ccccc1	-1%	5%	8%	0	2%	1%	0%	8%	0	u	-0.1%
O=C(COc1ccc(Br)cc1CO)Nc1ccc(F)cc1	-2%	8%	23%	-6	-12%	1%	-3%	9%	1	-4%	-0.3%
Cc1cccn2c(=O)c3cc(S(=O)(=O)c4ccccc4)c(=N)n(CC4CCCO4)c3nc12 (stereo not drawn)	38%[activator]	0%	6%	21	x	-2%	-7%	4%	3	0%	0.7%
COc1cc2c(cc1OC)[C@@H]1Cc3ccc(OC)c(OC)c3CN1CC2	4%	2%	-7%	8	-16%	x	-2%	x	0	-1%	0.6%
Cc1ccc(-n2c(-c3ccccc3)c[nH]c2=S)cc1	0%	-19%	-11%	9	-1%	-1%	-3%	-1%	-2	-3%	-0.1%
CCOC(=O)c1c(CC(C)C)csc1NC(=O)COC(=O)C1=NNC(=O)CC1	x	5%	-1%	-14	x	x	-6%	x	x	-26%	-0.7%
Cc1oc2ccc(Br)cc2c(=O)c1-c1nn[nH]n1	-4%	3%	2%	-2	5%	1%	-2%	-3%	13	0%	0.1%
COc1ccc(C2C3=C(CC(C)(C)CC3=O)Nc3nc(C)nn32)cc1OC (stereo not drawn)	x	1%	u	10	x	-3%	-4%	-2%	-2	0%	-0.1%
OC(COc1ccc(Cl)cc1)CN1CCN(c2ccccc2)CC1 (stereo not drawn)	-4%	-5%	7%	-3	-7%	-2%	-5%	x	3	-7%	0.5%
Cc1cc(C)cc(C(=O)NCC(=O)OCC(=O)NCc2ccco2)c1	4%	-20%	11%	-9	6%	0%	-9%	-3%	-4	-1%	0.3%
COc1ccccc1CN1CCCC(CN(CCN(C)C)C(=O)c2ccc(C)cc2)C1 (stereo not drawn)	7%	1%	-59%[inhibitor]	9	-18%	-1%	3%	1%	1	0%	-0.4%
CCOC(=O)c1c(S(=O)(=O)NCC(=O)Nc2ccc(OC)cc2)c(C)n(C)c1C	0%	-6%	-9%	-6	x	6%	-2%	x	x	-3%	0.1%
CCN=C(NCC)SC1CC(=O)N(c2cccc(OC)c2)C1=O (stereo not drawn)	2%	-1%	27%	-10	13%	2%	-9%	10%	0	0%	0.4%
CCOC(=O)CSc1nc(-c2ccccc2)ns1	-2%	0%	0%	4	0%	9%	-5%	7%	4	10%	-0.7%
CC1CC(C)CN(C(=O)C2CCN(C(=O)Nc3ccccc3)CC2)C1 (stereo not drawn)	2%	-3%	-12%	28	x	x	-5%	x	x	1%	u
N#Cc1cnn2c(C(F)(F)F)cc(-c3ccccc3)nc12	73%[activator]	-1%	4%	u	-11%	-6%	3%	-3%	3	u	-0.7%
COc1cc2c(cc1OC)C1=C(C#N)CN(CC(=O)O)CN1CC2	42%[activator]	-19%	-15%	-3	1%[11.7 µM]	2%	-13%	2%	0	-12%	0.0%
Cn1c(O)c(N=Nc2ccccc2[N+](=O)[O-])c2ccccc21	-1%	3%	39%	-8	5%	1%	1%	2%	-1	0%	0.2%
Cc1cc(C)c(S(=O)(=O)N2CCC(C(=O)NCc3ccncc3)CC2)c(C)c1	0%	-4%	0%	10	x	4%	-3%	-1%	x	2%	0.4%
NS(=O)(=O)c1cc([N+](=O)[O-])ccc1NCc1cccnc1	-2%	0%	-20%	3	-2%	x	-4%	x	4	-2%	-0.5%
O=C1CN(C(=O)CCN2CCOCC2)C(c2ccccc2)c2cc(Br)ccc2N1 (stereo not drawn)	3%	2%	-10%	0	-13%	-1%	-6%	3%	0	3%	0.2%
O=C(CC1NC(=O)NC1=O)Nc1ccccc1 (stereo not drawn)	4%	2%	12%	-12	6%	-3%	-6%	-1%	2	20%	0.0%
CCCS/C(N)=N/N=C/c1ccccc1O	23%	0%	7%	-11	x	-2%	-1%	-1%	0	u	3.3%
O=C(CN1CCN(C/C=C/c2ccccc2)CC1)NCc1ccc(Cl)cc1	0%	-3%	-33%	1	x	10%	-1%	-1%	3	-22%	0.3%
O=C(Cc1noc2ccccc12)Nc1ccc(Cl)cc1	1%	-4%	8%	-2	11%	x	-1%	-1%	-3	u	-0.4%
O=C(Nc1ncn[nH]1)c1cccc(S(=O)(=O)N2CCOCC2)c1	5%	4%	-10%	-9	0%	0%	-1%	-17%	3	-1%	-0.1%
CCOC(=O)N1CCN(c2ccc([N+](=O)[O-])cc2F)CC1C (stereo not drawn)	-1%	0%	5%	20	1%	0%	0%	0%	3	0%	-0.3%
CC#CCNCc1ccccc1	3%	-3%	-48%[inhibitor]	-8	8%	3%	-5%	-6%	2	-1%	0.0%
CN(C)c1ccc(/C=N/NC(=O)c2ccccn2)cc1	4%	u	12%	-13	x	19%	1%	-54%	1	u	-0.3%
